CRE-bla Fsk: CRE-bla signaling modulation under forskolin stimulation | CHO CRE-bla reporter (cAMP response element driving beta-lactamase), forskolin EC10, beta-lactamase ratio | Potency, µM (series often up to 38.2 µM), inactives show top-dose activity change, negative = inhibition, actives largely listed as activators | actives 2.5% (n = 71,000) | AID 662; active = well fitted activation curve with a large enough effect in the signal ratio, with a control signal flat, not every such curve was filed as active; inconclusive = small, poorly fitted or top-dose-only effect, or effect the other way, or a change in a side signal; the % refers to the signal ratio; note: potency is the fitted concentration of half-maximal effect; % of control where 0% means no effect
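Forskolin analogue NKH 477 at EC10 stimulated CRE-driven beta-lactamase in CHO cells alongside compound dilution series. Beta-lactamase was measured with CCF4, excitation 405 nm, emission ratio 460/530 nm.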
ERK AVP block: vasopressin-driven ERK pathway inhibition | Potency, µM (top dose mostly 57.5 µM), without a hit: at the top dose activity, negative = inhibition, actives largely listed as inhibitors | AID 995 | actives 0.99% (n = 72,000) | HEK293-V1b, vasopressin-stimulated pERK AlphaScreen; note: potency is the fitted concentration of half-maximal effect; % is set by controls: 0 for no effect and ±100 for the full control effect; nearly all actives have a fitted effect of over 55% in size
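HEK293 cells stably expressing V1b receptor, seeded overnight in 1% FBS, were treated with compounds for 30 min at 37C, then stimulated 5 min with 25 nM vasopressin; phospho-ERK read by AlphaScreen SureFire after lysis.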
Tau fil binding: binders of human tau filaments; Potency, µM (highest dose often 57.1 µM), for inactives: top-dose activity change, negative = inhibition; recombinant tau filaments, thioflavin S fluorescence, 15 h; filaments grown with octadecylsulfate alongside compound; actives 2% (n = 71,000);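 note: potency is the fitted concentration of half-maximal effect; % is set by controls: 0 for no effect and ±100 for the full control effect; actives lower thioflavin S fluorescence by blocking filaments or displacing dye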
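Read-out: ThS fluorescence, 450 nm excitation/510 nm emission; lower signal marks blocked filament formation or displaced dye. Tau at 1 uM with 30 uM ODS, 10 uM ThS, 5 mM DTT, 100 mM NaCl, 10 mM HEPES pH 7.4; 15 h, 37 C.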
BRCT inh green: blocks human BRCA1 BRCT binding to phosphopeptide, green readout; BRCA1 BRCT-phosphopeptide binding, green fluorescence polarization; Potency, µM (titrated, usually from 76.9 µM), inactives show top-dose activity change, negative = inhibition, actives largely listed as inhibitors; actives 0.05% (n = 75,000); AID 875;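 note: potency is the fitted concentration of half-maximal effect; plate controls were peptide without protein for full effect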
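Fluorescence polarization: His-tagged BRCT (~35 kDa BRCA1 C-terminus, 250 nM) bound to 100 nM fluorescein-labeled phosphorylated 10-aa BACH1 peptide, pH 7.3 phosphate buffer with DTT and Tween 20. Compounds incubated 12 min at room temperature; inhibition read as lowered polarization.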
Caspase-1 inhib: allosteric or competitive inhibitors of human caspase-1. Caspase-1 enzyme, Ac-WEHD-AFC fluorogenic rate. P29466. Potency, µM (doses to about 57.5 µM), for the others: at the highest dose activity change, negative = inhibition, most hits filed as inhibitors. actives 0.03% (n = 75,000);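 note: potency is the fitted concentration of half-maximal effect; plate controls were vehicle for no effect and no substrate for full effect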
Casp7 inh: caspase-7 (human) inhibition, allosteric or competitive. actives 0.02% (n = 75,000). P55210. recombinant caspase-7, Ac-DEVD-AFC fluorescence rate. Potency, µM (highest dose often 57.5 µM), for the others: top-dose activity change, negative = inhibition, most hits filed as inhibitors; active = well fitted inhibition curve with a large enough effect in the main read-out, with a control signal flat, not every such curve was filed as active; inconclusive = small, poorly fitted or top-dose-only effect, or a change in a side signal; note: potency is the fitted concentration of half-maximal effect; % of control where 0% means no effect
A350 fluor: compound fluoresces in the Alexa 350 spectral region | Compound autofluorescence, 340/450 nm, Alexa 350 dye-equivalents; active compounds read high | max dye-equivalent concentration, M | actives 11% (n = 59,000) | AID 590; in the data active = max dye-equivalent concentration above about 10 nM; inconclusive = mostly about 1.1 nM to 9.6 nM
Luciferase inh: blocks Photinus pyralis firefly luciferase activity | actives 2.2% (n = 72,000) | P08659 | Potency, µM (highest dose often 57.1 µM), inactives show at the top dose activity change, negative = inhibition, actives largely listed as inhibitors | purified firefly luciferase, luminescence, 8 min | AID 411; note: potency is the fitted concentration of half-maximal effect; % is set by controls: 0 for no effect and ±100 for the full control effect; nearly all actives have a fitted effect of over 40% in size
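Compounds were tested as concentration series (qHTS) against purified P. pyralis luciferase with luciferin and 10 uM ATP in 50 mM imidazole pH 7.2, 50 mM KCl, 7 mM MgCl2, 0.01% Tween 20, 0.05% BSA. Luminescence was read after 8 min at ambient temperature.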
BRCT PPI red: inhibitors of human BRCA1 BRCT-phosphoprotein interaction (red fluorophore) | BRCT-phosphopeptide binding, red fluorescence polarization | Potency, µM (titrated, usually from 76.9 µM), for inactives: top-dose activity change, negative = inhibition, hits mostly inhibitors | actives 0.03% (n = 75,000) | P38398; note: % is set by controls: 0 for no effect and ±100 for the full control effect
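Fluorescence polarization: 100 nM His-tagged BRCA1 BRCT with 100 nM TAMRA-labelled phospho-BACH1 decapeptide, phosphate buffer pH 7.3 with 150 mM NaCl, DTT, 0.01% Tween 20; 12 min RT. Binding inhibition seen as FP decrease.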
HEK293 cAMP ctrl: counter-screen for TSHR agonists: cAMP increase in parental HEK293. parental HEK293 CNG cAMP sensor, membrane potential fluorescence. Potency, µM (doses to about 57.1 µM), for the others: at the highest dose activation, most hits filed as activators. actives 2.5% (n = 73,000); note: potency is the fitted concentration of half-maximal effect; % of control where 0% means no effect; nearly all actives have a fitted effect of over 55% in size
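Parental HEK 293 cells stably expressing a modified CNG channel (no TSHR) report cAMP rise as membrane depolarization. Membrane potential dye with 100 uM RO 20-1724 was loaded for 60 min at room temperature, then compound added for 30 min; fluorescence read at 590 nm.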
USP2a inhib: blocks human ubiquitin-specific protease USP2a; USP2a enzymatic assay, qHTS inhibition; actives 0.1% (n = 60,000); O75604; AID 927; Potency, µM (series often up to 38.3 µM), without a hit: top-dose activity change, negative = inhibition, most hits filed as inhibitors;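 note: potency is the fitted concentration of half-maximal effect; nearly all actives have a fitted effect of over 60% in size; plate controls were DMSO for no effect and NEM full inhibition control for full effect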
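Coupled readout: USP2-cleaved Ub-PLA2 (20nM final) turns over NBD C6-HPC (20uM final), Ex 460nm/Em 535nm after 2.5 h, time-zero read flagging artifacts. Enzyme (20nM final, pH 8.0 Tris) given 30 min RT with compound first; NEM defines full inhibition.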
The depositor's hits bear a star; i = inactive; u = inconclusive; x = not tested or not shown; [ ] = another dose, or the depositor's remark. Unless noted, calls come from the whole dose curve; as a rule, active = well fitted curve in the direction sought with a large enough effect; inconclusive = small, poorly fitted or top-dose-only effect, or another doubt; inactive = no such curve, though single readings can be large; an effect the other way counts as inactive or inconclusive.

SMILES | CRE-bla Fsk | ERK AVP block | Tau fil binding | BRCT inh green | Caspase-1 inhib | Casp7 inh | A350 fluor | Luciferase inh | BRCT PPI red | HEK293 cAMP ctrl | USP2a inhib
CC1(C)CC(C)(O)P(=O)(c2ccccc2)O1 (stereo unspecified) | u | -6% | 24%[11.4 µM] | -0.7% | 0% | 1% | x | 2% | -1.8% | -3%[11.4 µM] | 0%[7.66 µM]
Cc1ccc2nc(N3CCN(Cc4ccc(F)cc4)C3=O)c(C)cc2c1 | u | -28% | 3% | -3.2% | 0% | -4% | i | -2% | 2.4% | u | 1%
Cc1ccccc1Nc1nc(N)nc(CSc2nnnn2-c2ccccc2)n1 | u | 33%[activator] | 12% | -1.2% | -3% | -4% | i | 0% | 0.0% | u | 27%
CCC(CC)C(=O)NCCc1cc2c(OC)ccc(OC)c2[nH]c1=O | -1% | 14% | 0% | -2.0% | -1% | -1% | u | -2% | 0.8% | 8% | 13%
CCOC(=O)C1C2C=CC3(CN(c4ccc(Cl)c(F)c4)C(=O)C13)O2 (stereo unspecified) | -3% | -11% | 6% | -1.8% | 0% | -1% | x | 2% | 0.3% | 19% | x
COc1ccccc1N1CCN(C(=O)c2ccc(S(=O)(=O)N3CCCCC3)cc2)CC1 | -9% | -17% | 5% | -1.2% | -1% | 0% | i | 1% | 0.1% | 4% | 20%
COc1ccc(NC(=O)NCc2ccccn2)cc1OC | 6% | -7% | 5% | -0.4% | 1% | 0% | i | 1% | 1.6% | 0% | -1%
CCCC(=O)Nc1cccc(-c2nc3cc(C)c(C)cc3o2)c1 | u | -16% | i[11.4 µM] | -0.2% | -2% | -1% | x | 7.9µM* | 0.8% | 4%[11.4 µM] | 3%[7.66 µM]
Cc1ccc(C)c(OCC(=O)Nc2nonc2NC(=O)COc2cc(C)ccc2C)c1 | 9% | -12% | 20% | 1.5% | -1% | -2% | i | -1% | 2.9% | 25µM* | 51%[activator]
O=C1c2ccccc2C(Nc2ccc3c(c2)OCCO3)N1Cc1ccccc1 (stereo unspecified) | -17% | x | 20µM* | -1.3% | -4% | -4% | x | 1% | -1.6% | 8% | x
COc1ccccc1C(=O)N1CCN(C2CCN(Cc3ccccc3)CC2)CC1 | u | -16% | 2% | 0.4% | 0% | 0% | i | 0% | 0.9% | 10% | 5%
COc1ccc(CN(Cc2cccnc2)S(=O)(=O)c2ccc(-n3cnnn3)c(C)c2)cc1OC | 15% | 47%[activator] | -4% | 1.8% | -7% | -4% | i | 1% | -1.0% | 4% | 0%
O=C1NC2=C(C(=O)CCC2)C(c2ccc3ncccc3c2)N1 (stereo unspecified) | 1% | -2% | -4% | -0.8% | -1% | -1% | i | 2% | 0.5% | 9% | -2%
Cc1ccc(-c2nnc3sc(-c4ccc5c(c4)OCCO5)nn23)cc1 | 10% | -15% | 20% | 1.6% | 3% | 0% | i | -1% | -0.5% | 11% | 25%
CCOc1ccc(/C(=N\O)C(C)NO)cc1 (stereo unspecified) | 3% | -13% | 6% | -3.0% | -1% | -2% | x | 2% | 0.2% | 1% | u
O=c1c2[nH]c3ccccc3c2ncn1CCCn1ccnc1 | u | 4% | -7% | 0.0% | -1% | 1% | i | 0% | 1.2% | -1% | 0%
CCOC(=O)c1cnc(=O)[nH]c1C | -3% | 1% | 33% | 0.2% | -2% | -2% | u | 2% | -0.9% | 6% | -2%
Cc1ccc(O)c(NC(=O)C2CC(c3c(F)cccc3Cl)=NO2)c1 (stereo unspecified) | -19% | 6% | 11% | -1.4% | 1% | 0% | i | -1% | 0.6% | u | 4%
COC(=O)c1[nH]c2ccccc2c1NC(=O)CN1CCN(C(=O)c2ccco2)CC1 | -1% | -23% | 9% | 0.3% | -2% | -1% | i | 1% | -1.8% | -6% | 14%
CC(C)CCn1c(=O)c2ccccc2n2c(CN3C(=O)NC4(CCC(C)CC4)C3=O)nnc12 (stereo unspecified) | 9% | -22% | 2% | 0.7% | -1% | -8% | i | 3% | 0.3% | -9% | 44%[activator]
COCCN1Cc2cccc(C(=O)Nc3ccc4c(c3)OCCO4)c2C1=O | 17% | -7% | 2% | -1.8% | 4% | -2% | x | -12% | -0.1% | 2% | x
CC(C)c1ccc(NC(=O)C(c2ccc3c(c2)OCO3)N2CCC3(CC2)OCCO3)cc1 (stereo unspecified) | -8% | 11% | -4% | 2.3% | -2% | 5% | i | 0% | 0.4% | 9% | 20%
CCOC(=O)c1ccc(NC(=O)CSc2nnc(Cc3cccs3)n2C)cc1 | u | -1% | -6% | -1.9% | -1% | -4% | i | -5% | -1.7% | 3% | 20%
Cc1ccc(Cn2c(=O)cc(C(=O)O)c3ccccc32)cc1 | 9% | 7% | 4% | -3.5% | -1% | 1% | u | -3% | 0.2% | 17% | 5%
COCC(=O)N(CCc1ccc(OC)c(OC)c1)Cc1nc2ccccc2c(=O)[nH]1 | u | -11% | -1% | 0.2% | 2% | 0% | u | 0% | -1.6% | -15% | -2%
Nc1nnc2c(n1)CCCC2 | 12% | 6% | 9% | -2.4% | -7% | -6% | i | -2% | -0.8% | 4% | 8%
c1ccc2c(NC3CCNCC3)nc(-c3ccoc3)nc2c1 | 3% | -1% | -25% | -0.7% | -4% | -7% | i | -1%[2.29 µM] | -1.3% | 8% | -9%
CC(C)(CNC(=O)c1cc2ccccc2o1)N1CCOCC1 | -2% | 5% | 4% | -2.4% | 1% | 0% | i | 3% | -3.9% | 2% | 0%
Cc1c(C)n(C)c2ccc(C(=O)NCc3cccs3)cc12 | 8% | 13µM* | 23% | 6.7% | 1% | 1% | x | -11% | 10% | 23% | x
O=C1c2cccnc2C(=O)N1Cc1ccco1 | 6% | -5% | -2% | 0.0% | 1% | 1% | i | 3% | 1.3% | 4% | -3%

As entered above.
Tau fil binding result of CC(C)(CNC(=O)c1cc2ccccc2o1)N1CCOCC1 stands at 4%
Tau fil binding result of O=C1c2cccnc2C(=O)N1Cc1ccco1 stands at -2%

(next part)
SMILES | CRE-bla Fsk | ERK AVP block | Tau fil binding | BRCT inh green | Caspase-1 inhib | Casp7 inh | A350 fluor | Luciferase inh | BRCT PPI red | HEK293 cAMP ctrl | USP2a inhib
CCOc1cccc2cc(-c3cn4cc(C)ccc4n3)c(=O)oc12 | 1µM* | -4% | 0% | -1.1% | u | -7% | 5.5e-08M* | 0.16µM* | -0.4% | -7% | 0%
CCOC(=O)C1CCN(S(=O)(=O)c2ccc(C(=O)OC)cc2)CC1 | 2% | 9% | -6% | -0.5% | 1% | 0% | i | 2% | 0.7% | 5% | 8%
CN(C)CCNc1nc2c(c(=O)[nH]c(=O)n2C)n1CC(O)COc1ccc(Cl)cc1 (stereo unspecified) | -3% | -25% | -11% | -1.3% | -3% | -2% | i | 2% | 0.1% | 0% | 8%
COC(=O)c1c(-c2ccco2)csc1NC(=O)C1CC=CCC1C(=O)O (stereo unspecified) | u | -7% | 7% | 3.0% | -2% | -4% | i | 0% | 0.3% | 14% | -11%
COc1ccc(Cl)c(NC(=O)Nc2c(C)n(-c3ccccc3)c(=O)n2C)c1 | -12% | -4% | 5% | -2.5% | -1% | 0% | i | 2% | 0.6% | u | 6%
COc1ccc(C)cc1NC(=O)C1CCCN(S(=O)(=O)c2c(C)noc2/C=C/N(C)C)C1 (stereo unspecified) | 3% | -21% | 44% | 0.0% | -2% | -3% | x | 0% | -0.6% | 2% | x
CCOC(=O)CCN1C(=O)[C@H]2[C@H]3[C@H](O)[C@H](O)C/C(=N/NC(=O)OCc4ccc(OC)cc4)[C@@H]3CC[C@@H]2C1=O | x | 15%[11.5 µM] | x | -1.0%[15.4 µM] | -1%[11.5 µM] | -3%[11.5 µM] | x | 0%[11.4 µM] | -0.5%[15.4 µM] | -3%[11.4 µM] | x
CCOC(=O)c1sc(NC(=O)C2CC=CCC2C(=O)O)nc1C (stereo unspecified) | -6% | 10% | 8% | 0.3% | 2% | 0% | x | 1% | -1.4% | 15% | x
CCCOC(=O)c1cccc(NC(=O)c2cccnc2)c1 | 7% | -2% | 4% | -0.7% | -3% | 2% | x | -1% | -0.3% | 7%[11.4 µM] | 5%
Cc1c(C(=O)NC2CCCCC2)sc2nc3ccc(N)cc3n12 | x | -24% | x | -2.4% | -2% | 0% | x | x | -0.3% | -5% | x

Assay outcomes (PubChem BioAssay)
